PvdQ inh – blocks Pseudomonas aeruginosa PvdQ acylase activity; purified PvdQ acylase, fluorescence plate reader; inhibition, % at 10 µM; 340,000 tested, 0.063% active; AID 488965; in the data active = inhibition above about 30%, passing the limit was not always enough;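 note: 0% = vehicle neutral wells and 100% = reference inhibitor wells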
CAL PDZ FP – human CAL PDZ-peptide interaction inhibition. Q9HD26. purified CAL PDZ, TMR-peptide fluorescence polarization, 1 h. inhibition, % at 20 µM. 330,000 tested, 0.02% active. AID 504414;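 active = highest replicate inhibition of at least 40%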;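 note: plate controls were DMSO neutral control wells for no effect and unlabeled competitor peptide control wells for full effect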
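Control set: unlabelled peptide and DMSO controls / Material: purified CerCALP PDZ construct / Timing: 1 h incubation at room temperature before polarization reading / Doses: 20 µM, one dose / Detection: fluorescence polarization (mP)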
DAGLB inh – diacylglycerol lipase beta (human) inhibition | Q8NCG7 | HEK293T DAGLB membrane lysate, EnzChek fluorogenic substrate | inhibition, % at 5.17 µM | 340,000 tested, 0.059% active | AID 504411; in the data active = inhibition above about 34%;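 note: 0% = enzyme with vehicle and 100% = wells lacking enzyme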
Target sequence (Q8NCG7 whole entry, looked up): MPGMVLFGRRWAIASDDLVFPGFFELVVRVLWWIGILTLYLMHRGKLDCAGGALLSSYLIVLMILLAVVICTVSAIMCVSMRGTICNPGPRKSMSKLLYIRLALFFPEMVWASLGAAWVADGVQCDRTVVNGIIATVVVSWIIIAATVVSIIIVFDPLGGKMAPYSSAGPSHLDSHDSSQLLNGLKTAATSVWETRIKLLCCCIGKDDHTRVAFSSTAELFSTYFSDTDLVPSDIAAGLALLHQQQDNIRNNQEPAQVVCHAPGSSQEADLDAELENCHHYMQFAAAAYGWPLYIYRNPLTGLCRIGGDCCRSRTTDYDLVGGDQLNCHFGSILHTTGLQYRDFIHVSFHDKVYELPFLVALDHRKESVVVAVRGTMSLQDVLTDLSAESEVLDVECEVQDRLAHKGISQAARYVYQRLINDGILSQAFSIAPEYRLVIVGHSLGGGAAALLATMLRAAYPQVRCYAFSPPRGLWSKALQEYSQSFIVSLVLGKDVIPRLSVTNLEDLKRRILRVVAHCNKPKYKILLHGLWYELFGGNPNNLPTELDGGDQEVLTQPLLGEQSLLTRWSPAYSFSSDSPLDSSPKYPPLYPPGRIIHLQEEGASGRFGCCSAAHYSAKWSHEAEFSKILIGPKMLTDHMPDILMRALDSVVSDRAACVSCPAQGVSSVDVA
AddAB inh – less growth of phage-infected E. coli with AddAB; E. coli expressing H. pylori AddAB, absorbance growth; inhibition, % at 11.9 µM; 330,000 tested, 0.29% active; AID 435030; in the data active = inhibition above about 12%;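 note: 0% = vehicle wells of infected cells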
phage Ecoli inh – E. coli growth loss with phage present | 360,000 tested, 0.26% active | growth absorbance | inhibition, % at 11.9 µM | AID 651602; in the data active = inhibition above about 11%
PfHsp90 yeast 2 – reduces growth (ATP signal) of yeast expressing P. falciparum Hsp90; S. cerevisiae expressing PfHsp90, BacTiter-Glo ATP, 48 h; yeast lacking PDR1 and PDR3 efflux regulators; inhibition, % at 9.4 µM; 310,000 tested, 0.32% active;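 active = every replicate shows inhibition above about 80%, whatever the replicate mean, limit read from the data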;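 note: 0% = DMSO neutral controls and 100% = 20 µM radicicol positive controls; yeast relying on Plasmodium falciparum Hsp90 in place of its own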
Wnt bcat act – activates Wnt/beta-catenin signaling in a reporter cell assay; AID 743398; 300,000 tested, 1.2% active; activation, % at 9.35 µM; activator, plate reader; in the data active = activation above about 30%, passing the limit was not always enough;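 note: 0% = neutral control wells and 100% = positive control wells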
Tat transport – inhibitors of E. coli Tat protein transport. inhibition, % at 10 µM. AID 488895. E. coli MC4100 TorA-mCherry Tat export, fluorescence. 340,000 tested, 0.036% active;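 active = mean replicate inhibition at least 50% and at least half of replicates individually reaching 50%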;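 note: exported cargo escapes ClpAP degradation while cytoplasmic cargo is degraded and loses fluorescence; 0% = median of neutral control wells and 100% = median of NaSCN control wells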
E coli growth – reduces bacterial viability in AddAB counter-screen | inhibition, % at 11.9 µM | 330,000 tested, 0.27% active | E. coli V3065 growth, OD600 absorbance, 18 h;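 active = inhibition above the campaign's mean inhibition across all tested compounds plus 3 SD, cut at about 9.9% in these data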;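 note: uninfected addAB+ strain grown without phage in ampicillin broth; 0% = DMSO wells and 100% = ciprofloxacin 0.95 µg/ml wells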
Rtt109 Vps75 – blocks Candida albicans Rtt109/Vps75 acetyltransferase activity; purified Rtt109/Vps75, ThioGlo CoA-SH fluorescence, 4 h; inhibition, % at 34.9 µM; 330,000 tested, 0.16% active;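 active = inhibition of at least 50% in every replicate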
Starred values were filed as active, the others as inactive; / = no result given.

cpd	Structure	PvdQ inh	CAL PDZ FP	DAGLB inh	AddAB inh	phage Ecoli inh	PfHsp90 yeast 2	Wnt bcat act	Tat transport	E coli growth	Rtt109 Vps75
1	COc1ccccc1/C=N/NC(=O)C(C)Cn1cnc2ccccc21 (stereo not given)	-7	-0.6	0	-1.0	1.2	5	0	-4	-0.8	-7
2	Cn1c(SCC(=O)N/N=C/C=C/c2ccccc2[N+](=O)[O-])nc2ccccc21	-4	-2.8	-1	4.1	3.4	3	/	-6	-2.1	2
3	CN(c1ccc(C(=O)N2CCCCCC2)cc1)S(=O)(=O)c1ccccc1	-22	0.8	-1	0.5	0.9	/	-2	3	-1.9	-6
4	CN1CCN(CC(=O)NC2CCCCC2)CC1	-7	-2.5	-1	2.6	-0.6	/	/	-4	1.6	-16
5	NC(=O)[C@@H]1CCCN1Cc1nc(Cc2ccccc2Cl)no1	16	-2.2	0	0.3	1.8	/	-1	-1	1.1	-5
6	COc1ccccc1NC(=O)C1=C(C)N(c2ccccc2)C(=S)NC1c1cccc(C(F)(F)F)c1 (stereo not given)	-10	-1.4	-5	7.2	3.6	13	/	-2	1.8	15
7	CCOC(=O)c1[nH]c2ccc(F)cc2c1N=C(C)N(CC)CC	-10	-0.5	-2	2.5	-1.0	-8	-2	-1	-0.1	-12
8	COc1ccc(-c2nc3cnccn3c2NC(C)(C)CC(C)(C)C)cc1O	-3	0.8	2	6.2	0.5	25	-2	-3	0.2	-2
9	O=C(CCc1nnc(CCCCc2ccccc2)o1)NCCc1cccnc1	-27	-1.0	1	1.5	0.3	/	-3	-4	-1.5	-19
10	O=c1c(C(c2ccccc2)c2c(O)nc3n(c2=O)CCCS3)c(O)nc2n1CCCS2	-8	/	1	1.5	0.8	-10	-2	4	-1.4	9
11	O=C(Cc1ccccc1)NCC1COc2ccccc2O1 (stereo not given)	0	-3.0	1	2.2	2.8	-5	1	-8	1.8	34
12	Cc1ccc(S(=O)(=O)NCCC(=O)NCC(c2cccs2)N2CCOCC2)cc1 (stereo not given)	7	-1.6	-1	7.5	2.7	1	10	1	1.2	-6
13	O=C(NCCCNC(=O)c1ccc(Cl)cc1Cl)c1ccco1	-15	-1.4	0	1.7	-1.4	-15	2	-2	-2.4	3
14	Cc1ccccc1CSc1nnc(-c2ccco2)n1Cc1ccco1	-21	-0.6	-2	1.2	2.0	-1	-6	2	-2.2	3
15	CC(NC(=O)c1sc2cc([N+](=O)[O-])ccc2c1Cl)C(C)(C)C (stereo not given)	-4	-0.3	-2	1.1	3.3	24	0	6	0.5	-2
16	Cc1ccc(S(=O)(=O)N2CCN(S(=O)(=O)N3CCC(C)CC3)CC2)cc1C	-11	-0.3	-3	1.8	-0.1	-75	0	-1	-1.1	-11
17	CCCNC(=O)N1CCN(c2ncccn2)CC1	-12	0.2	-2	1.6	1.8	1	/	5	2.3	-14
18	NC(=O)C1CCN(C(=O)c2cc3ccccn3n2)CC1	-6	0.6	-1	0.7	2.7	6	0	8	-0.9	-4
19	Cc1ccc(NC(=O)CN(C)C2CCCCC2)cc1Cl	-9	-1.2	-7	/	2.0	-26	-2	-3	/	2
20	COc1cccc(CSCC(=O)NCCc2ccccc2)c1OC	0	-0.8	-7	0.8	1.8	-11	0	2	-3.0	2
21	CCCCNC(=O)CSc1nc2n[nH]c(C)c2c(=N)n1-c1cccc(Cl)c1C	6	-0.3	2	0.2	1.6	/	/	1	0.7	10
22	CCCCCn1c(SCC(=O)OC)nc2c1c(=O)[nH]c(=O)n2C	6	0.5	-1	1.8	3.1	1	-1	1	1.9	-2
23	CC(c1ccco1)N(C(=O)CSc1ccc(Br)cc1)c1ccccn1 (stereo not given)	-3	-2.7	-5	1.6	0.0	15	-5	5	-0.5	/
24	Cc1ccc(N2C(=O)C3C(C2=O)C2C=CC3C23CC3)c([N+](=O)[O-])c1 (stereo not given)	-12	-2.4	0	1.4	3.4	10	/	-9	0.8	-3

Reformatted: 3 of the compounds above.
16. Cc1ccc(S(=O)(=O)N2CCN(S(=O)(=O)N3CCC(C)CC3)CC2)cc1C
17. CCCNC(=O)N1CCN(c2ncccn2)CC1
18. NC(=O)C1CCN(C(=O)c2cc3ccccn3n2)CC1
compound no.	16	17	18
PvdQ inh	-11	-12	-6
CAL PDZ FP	-0.3	0.2	0.6
DAGLB inh	-3	-2	-1
AddAB inh	1.8	1.6	0.7
phage Ecoli inh	-0.1	1.8	2.7
PfHsp90 yeast 2	-75	1	6
Wnt bcat act	0	/	0
Tat transport	-1	5	8
E coli growth	-1.1	2.3	-0.9
Rtt109 Vps75	-11	-14	-4

Continued.
cpd	Structure	PvdQ inh	CAL PDZ FP	DAGLB inh	AddAB inh	phage Ecoli inh	PfHsp90 yeast 2	Wnt bcat act	Tat transport	E coli growth	Rtt109 Vps75
25	CC(=O)c1cc2c(cc1NC(=O)CN(C)S(=O)(=O)c1cccs1)OCO2	-16	-0.5	3	0.3	1.2	-3	7	4	0.8	-10
26	COc1ccc(C(=O)/C(C)=N/O)cc1OC	-5	-1.8	-1	0.6	2.8	25	0	-4	-0.2	19
27	CC(=O)N1N=C(c2cccs2)CC1c1cc2cc(C)ccc2nc1Cl (stereo not given)	1	0.5	-1	-0.3	-1.0	-25	7	3	-1.3	-9
28	Cc1ccccc1CSc1nnc(NC(=O)Cc2cccs2)s1	-11	-1.4	2	-1.4	2.8	0	/	4	-2.8	3
29	CC(OC(=O)c1ccc(Cl)c([N+](=O)[O-])c1)C(=O)N1CCN(Cc2ccccc2)CC1 (stereo not given)	-16	-0.3	-3	-0.1	1.5	-17	-4	0	-2.5	3
30	Cc1oc2ccc(OCc3c(F)cccc3Cl)cc2c1C(=O)O	-14	-3.4	4	1.6	-0.3	21	-2	4	0.9	0
31	CCCn1cc(SCC(=O)NC2CCCC2)c2ccccc21	-10	-2.1	0	3.9	0.1	9	0	-4	-0.5	0
32	CC(C(=O)Nc1ccc(C(=O)O)c(O)c1)N1C(=O)/C(=C\c2ccco2)SC1=S (stereo not given)	-10	-2.0	6	-1.3	/	-5	-1	-8	-0.2	11
33	Cc1cc2nc(SC(C)C(=O)O)[nH]c2cc1C (stereo not given)	-15	-2.7	2	0.6	2.5	17	/	6	0.1	8
34	COC(=O)C1C(=O)c2c([nH]c(C(=O)OC3CCCC3)c2C)CC1C (stereo not given)	-3	-1.1	-2	1.1	3.5	12	/	-4	-2.2	5
35	Cc1nc2scc(C)n2c(=O)c1S(=O)(=O)N1CCN(c2ccccc2F)CC1	4	0.0	1	-0.4	-0.6	18	3	3	-0.4	4
36	O=C(c1ccccc1)N1CCN=C1c1ccccc1	-6	-0.3	1	1.6	1.2	16	-4	6	2.1	-6

The last 2 records of the part above open the next one.
cpd	Structure	PvdQ inh	CAL PDZ FP	DAGLB inh	AddAB inh	phage Ecoli inh	PfHsp90 yeast 2	Wnt bcat act	Tat transport	E coli growth	Rtt109 Vps75
35	Cc1nc2scc(C)n2c(=O)c1S(=O)(=O)N1CCN(c2ccccc2F)CC1	4	0.0	1	-0.4	-0.6	18	3	3	-0.4	4
36	O=C(c1ccccc1)N1CCN=C1c1ccccc1	-6	-0.3	1	1.6	1.2	16	-4	6	2.1	-6
37	Cc1cc(C)n2c(SCC(=O)NCc3ccc4c(c3)OCO4)nnc2n1	5	-2.8	0	0.8	-0.6	3	-1	-2	0.4	20
38	COc1ccc(Nc2nc(C(=O)N3CCc4ccccc4C3)cs2)cc1	-7	-0.2	1	0.4	5.8	-25	-1	17	0.0	15
39	O=C(/C=C/c1ccc(Cl)cc1)NC(=S)Nc1ccc(NC(=O)c2ccco2)cc1	-1	-1.7	0	1.0	4.6	-1	/	-11	-1.7	22
40	COc1ccc(C=O)cc1CN1CCCN(Cc2ccccc2F)S1(=O)=O	-7	-0.4	-1	-0.3	-0.9	2	-2	7	-1.0	7
41	Cn1nnnc1SCCNC(=O)C1CCC(=O)N(CCc2cccc(F)c2)C1 (stereo not given)	-7	-1.8	0	3.7	0.0	-1	1	4	-0.8	-1
42	CC(C)C(C(=O)Nc1ccc(N2CCOCC2)cc1)N1C(=O)c2ccccc2C1=O (stereo not given)	-12	-2.2	0	0.8	-2.0	-1	7	3	-0.7	/
43	CC(=O)/C(N=Nc1cccc(C(F)(F)F)c1)=C(\C)O	-14	-1.2	-4	6.3	5.2	-5	-6	-1	-0.5	-2
44	Cc1ccc(NC(=O)CCS(=O)(=O)c2cc3c(cc2Cl)NC(=O)CO3)cc1	2	-2.4	-1	2.7	-0.6	9	0	1	2.3	2
45	Cc1ccc(C)c(CNc2ccc(S(=O)(=O)N3CCCCC3)cc2)c1	0	0.0	-6	0.4	3.1	-8	-2	11	-0.2	2
46	CC1CN(C(=O)Cc2ccc(-c3ccccc3)cc2)CC(C)O1 (stereo not given)	-13	-0.9	-1	1.3	1.8	-12	-4	1	-1.9	-15
47	CCn1nc(C(C)C(=O)O)c2ccccc2c1=O (stereo not given)	2	-1.0	0	0.6	0.3	7	-1	-3	-0.7	-1
48	CC1(C)Cc2c(sc(NC(=O)C3CC(Cl)=CCC3C(=O)O)c2C#N)CO1 (stereo not given)	-8	-0.9	6	2.0	4.6	-4	-3	-5	1.1	3
49	CC1=C(C#N)C(c2cccnc2)C2=C(N1)c1ccccc1C2=O (stereo not given)	0	-0.7	-1	2.8	-0.3	15	-2	13	0.1	1
50	CCOc1ccc(N2CC(C(=O)Nc3c(C)n(C)n(-c4ccccc4)c3=O)CC2=O)cc1 (stereo not given)	-15	-0.4	0	1.6	2.1	4	-1	-2	0.8	-5
51	CCOc1cc(C(=O)N2CCN(C/C=C/c3ccccc3)CC2)cc(OCC)c1OCC	0	-2.6	-4	0.4	-3.0	-6	/	8	-0.7	8
52	CN(C(=O)c1ccc(NC(=O)Cc2cccc(NC(=O)C3CCCN(C(=O)CCc4ccccc4)C3)c2)cc1)C1CC1 (stereo not given)	14	-0.1	-1	/	2.4	5	-1	-2	/	-5
53	O=C1C2C3C=CC(O3)C2C(=O)N1Nc1ccccc1 (stereo not given)	9	-0.3	-2	/	0.1	/	-1	4	/	15
54	Cn1ncc(Br)c1C(=O)Nc1ccc(Br)cn1	3	-1.8	-4	2.7	3.0	11	7	-6	2.2	4

Source: PubChem
